S3 lipid droplet – qHTS Assay for Lipid Storage Modulators in Drosophila S3 Cells; AID 2685, 2010; Drosophila S3 cells, BODIPY lipid droplet fluorescence, 18-24 h; cells fed with added oleic acid; 0.64% of 320,000 active; lipid storage change, negative = inhibition, % at the top dose, mostly 46.1 µM; hits show Potency in µM; active means well fitted inhibition curve with a large enough effect in the signal ratio, with a control signal flat, not every such curve was filed as active; inconclusive means small, poorly fitted or top-dose-only effect, or effect the other way, or a change in a side signal; the % refers to the signal ratio
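Drosophila S3 cells loaded with oleic acid (400 uM, as added) and compounds at several concentrations; lipid droplets imaged by 488-nm laser-scanning cytometry, 500–530 nm intensity and object ratio to cell channel. Percent activity normalized to 20 uM Triacsin C.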
S3 lipid droplet cell count max – also measured in S3 lipid droplet; calls as there; cell number change, %; measured here: cell count max response;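 cells counted by Cell Tracker Red CMTPX staining in the red channel; peak over a dose series mostly up to 46.1 µM; percent activity relative to internal control wells on each plate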
* = called active by the depositor; i = inactive; ? = inconclusive; / = no result given; [ ] = remark or other dose. On the % scale 0 is the no-effect control and ±100 the full control effect; potency means the concentration at half of the fitted maximal effect. An excerpt (hit frequency here may not be typical).

structure | S3 lipid droplet | S3 lipid droplet cell count max
Cc1cc(N2CCN(S(=O)(=O)c3ccc(C)c(C)c3)CC2)c2ccccc2n1 | ? | /
Cc1ccc(C(C(=O)NC2CCCC2)N(Cc2cccnc2)C(=O)c2snc(C(N)=O)c2N)o1 (stereo unspecified) | i | /
Cn1c(-c2ccc(Cl)cc2)ccc(C#N)c1=O | i | /
COc1ccc(CC(=O)NNC(=O)c2ccncc2)cc1 | 6% | 16
CC(C)C[C@@H](C(=O)N[C@@H](C(=O)O)c1ccccc1)N1C(=O)N2CCc3c([nH]c4ccccc34)[C@@]2(C)C1=O | ? | /
COc1ccc(N2CCN(C(=O)c3ccccc3N(C)S(=O)(=O)c3ccc(C)cc3)CC2)cc1 | ? | /
CC(C)CNC(=O)COC(=O)c1cc(Cl)cc(Cl)c1N | ? | /
Cc1cc(Br)ccc1NC(=O)CNC(=O)Cn1ncc(Cl)c(Cl)c1=O | 11% | 2
O=C(CSc1ccc(Cl)cc1)N1CCN(c2ncc(C(F)(F)F)cc2Cl)CC1 | ? | /
O=C(O)CCCNC(=O)CC1S/C(=N/N=C/c2ccccc2O)NC1=O (stereo unspecified) | -6% | -17
CC(C)(C)C(=O)Nc1ncccc1C(O)c1cccc(C(F)(F)F)c1 (stereo unspecified) | 8% | 8
COc1ccc(C(C)=O)cc1COC(=O)c1cccnc1SC | ? | /
CCOC(=O)C1CCCN(C(=O)c2ccc3c(c2)NC(=O)C(N2CCOCC2)S3)C1 (stereo unspecified) | -11% | -3
O=C(c1ccc(Cl)cc1)N1C2C=CC(C2)C1(C(F)(F)F)C(F)(F)F (stereo unspecified) | 6% | 2
CCOc1ccc(C(=O)NCC(=O)NCCCn2nc(C)cc2C)cc1OCC | -6% | 11
CCCCCCOC(=O)CCc1c(C)nc(N)[nH]c1=O | i | 26
Cc1ccc(S(=O)(=O)N2CCC3(CC2)OCCN3S(=O)(=O)c2c(C)cc(C)cc2C)cc1 | -16%[0.0737 µM] | 19
CCCCN(Cc1cc2ccccc2[nH]c1=O)S(C)(=O)=O | 23% | 13
Cc1cc(NC(=O)C2CC2)ncc1NC(=O)C12CC3CC(CC(C3)C1)C2 | -4% | -6
CN(C)c1ccc(CN(C(=O)c2ccccc2Br)C2CCS(=O)(=O)C2)cc1 (stereo unspecified) | 18% | -9
C=CCNC(=O)c1c(CSc2ccccc2)noc1C(=O)NCc1ccccc1 | 11% | 8
Cc1ccc(NC(=O)CNC(=O)c2ccccc2F)cc1Cl | ? | /
Cc1cc2c(cc1S(=O)(=O)N(C)Cc1ccccc1)n(C)c(=O)c(=O)n2C | i | -29
CC1(C)Cc2cccc(OCC(=O)OCC(=O)c3ccccc3)c2O1 | ? | /
CC(=O)NS(=O)(=O)c1ccc(NC(=O)CC(C)c2ccccc2)cc1 (stereo unspecified) | ? | /
COc1ccc(NC(=O)CCc2ccccc2)cc1S(=O)(=O)N1CCOCC1 | 4% | -6
OCCNCCOc1ccccc1F | ? | /
CC(C)CC1Nc2ncnc(N3CCN(c4ccccn4)CC3)c2N(Cc2ccc(Br)cc2)C1=O (stereo unspecified) | ? | /
N#Cc1ccsc1NC(=O)CN1CCN(c2ccccc2O)CC1 | -14% | 3
CC1CCN(c2nc(Cl)nc(Nc3ccc([N+](=O)[O-])cc3)n2)CC1 | ? | /
COc1ccc(S(=O)(=O)N(Cc2cccnc2)Cc2cc3ccccc3[nH]c2=O)cc1 | i | -27
O=c1n(Cc2ccccc2Cl)nc2n1-c1ccccc1SC2 | 0% | 7
C[C@H](NC(=O)c1nc[nH]c1C(=O)NC1CCN(C(=O)OC(C)(C)C)CC1)C(=O)OCc1ccccc1 | ? | /
O=C(Nc1ccc2nsnc2c1)NC1CCCCC1 | ? | /
O=C(COc1ccc([N+](=O)[O-])cc1)Nn1cnnc1 | ? | /
COc1ccc(C)cc1N(CC(=O)NCCN1CCOCC1)S(=O)(=O)c1ccccc1 | 10% | 9
O=Cc1ccc(O)c(O)c1 | -1% | /
CSCCC(N=Cc1c(O)n(-c2ccc(F)cc2)c(=O)[nH]c1=O)C(=O)O (stereo unspecified) | 8% | -18
CCOCCCNC(=S)N(CCN(CC)CC)Cc1cc2cc3c(cc2[nH]c1=O)OCCO3 | -11% | 13
CC1C/C(=N\NC(=S)NCc2ccccc2)CC(C)(C)C1 (stereo unspecified) | i | -1

Looked up by structure from above, two records:
structure | S3 lipid droplet | S3 lipid droplet cell count max
O=Cc1ccc(O)c(O)c1 | -1% | /
CSCCC(N=Cc1c(O)n(-c2ccc(F)cc2)c(=O)[nH]c1=O)C(=O)O (stereo unspecified) | 8% | -18

Continuation:
structure | S3 lipid droplet | S3 lipid droplet cell count max
Cc1noc2nc(-c3cccs3)cc(-c3nnc4n3CCCCC4)c12 | ? | /
CCOC(=O)CNc1c(-c2ccccc2)nc2ccc(Cl)cn12 | 6% | -14
Cc1c(NC(=O)c2cccc(NC(=O)Cc3ccccc3F)c2)c(=O)n(-c2ccccc2)n1C | ? | /
CC1=C(C#N)C(Nc2cc(C)ccn2)(C(F)(F)F)C(=O)N1 (stereo unspecified) | ? | /
Cn1c(-c2ccsc2)c(-c2cccs2)c2cc(Br)ccc21 | ? | /
Cc1cc(Oc2nnnn2-c2ccccc2)ccc1Cl | -2% | /
O=S(=O)(c1ccccc1F)N1CCN(Cc2cc3c(cc2Br)OCCO3)CC1 | ? | /
C/C(=N\NC(=O)CC#N)c1cc2ccc(O)cc2oc1=O | ? | /
Cn1c(=O)c2c(nc(SCC(=O)N3CCc4ccccc4C3)n2C)n(C)c1=O | 14% | 0
CCOc1ccc(Cc2onc3c2C(=O)CCC3)cc1OCC | ? | /
O=C(NNC(=O)C1CCN(S(=O)(=O)c2cccc(Cl)c2)CC1)C1CC1 | -8% | 15
Cc1ccc(S(=O)(=O)Nc2ccc(O)c3cccnc23)cc1 | i | -18
Nc1nc(SCc2ccccc2Cl)n[nH]1 | 9% | /
CCCn1c(N)cc(=O)n(C)c1=O | ? | /
CC1(c2ccc3ccccc3c2)NC(=O)N(CC(N)=O)C1=O (stereo unspecified) | 9% | 26
CCS(=O)(=O)N1CCN(c2cccc(C)c2C)CC1 | 15% | -10
O=C(Nc1ccon1)c1cc2c(s1)CCCC2 | i | /
CCn1ncc(/C=N/NC(=O)c2ccc3c(c2)OCO3)c1C | 13% | 12
Cn1c(CNc2ccc(O)cc2)nc2ccccc21 | -17% | -6
COc1cscc1C(=O)O | 2% | 2
CCn1c(SCC(=O)NCCc2ccccc2)nnc1C(C)C | -6% | -19
COc1cc(OC)cc(C(=O)N[C@H](C(=O)OCC(=O)Nc2sccc2C#N)C(C)C)c1 | -1% | 14
CCN(CC(=O)NC(C)(C)C)C(=O)C(c1ccccc1)c1ccccc1 | ? | /
CC(C)C(CCNC(=O)CN1C(=O)c2ccccc2C1=O)c1ccco1 (stereo unspecified) | ? | /
O=C(CCN1C(=O)C2C3CCC(C3)C2C1=O)Nc1cccc(Cl)c1 (stereo unspecified) | ? | /
O=C(Cc1ccc(F)cc1)c1ccc(O)cc1O | ? | /
O=C(c1cc(COc2ccc(F)cc2Cl)on1)N1CCCCCC1 | ? | /
CN(Cc1ccccc1)C1(CNC(=O)CCC(F)(F)F)Cc2ccccc2C1 | ? | /
O=C(NCc1ccc(Cl)cc1)C1CCN(S(=O)(=O)c2ccc(F)cc2)CC1 | i | -23
Cc1ccc(-c2csc3nc(C)n(-n4c(C)ccc4C)c(=O)c23)o1 | -2% | -9
Cc1cccc(NC(=S)N2CCN(c3ccccc3F)CC2)c1C | ? | /
COC(=O)c1cccnc1-n1c(=O)c2cccnc2n(CC(=O)Nc2ccc(Br)cc2)c1=O | ? | /

Full records, quoted from the list:
Shown for Cc1cccc(NC(=S)N2CCN(c3ccccc3F)CC2)c1C : S3 lipid droplet: ?; S3 lipid droplet cell count max: /
Shown for O=C(Cc1ccc(F)cc1)c1ccc(O)cc1O : S3 lipid droplet: ?; S3 lipid droplet cell count max: /
Shown for Cc1ccc(-c2csc3nc(C)n(-n4c(C)ccc4C)c(=O)c23)o1 : S3 lipid droplet: -2%; S3 lipid droplet cell count max: -9

Further results:
structure | S3 lipid droplet | S3 lipid droplet cell count max
COCn1c(-c2ccccc2)nc2ccccc21 | 20% | -22
COc1ccccc1CC(=O)Nc1ccc2c(c1)CCC2 | 5% | 0
COc1ccc(/C(N)=N/OC(=O)Cc2ccc(C)cc2)cc1OC | ? | /
S=C1NC2=C(CCC/C2=C\c2ccc(Cl)cc2)C(c2ccc(Cl)cc2)N1 (stereo unspecified) | -5% | 6
O=C(NN1C(=O)C2C(c3ccccc3)C=CC(c3ccccc3)C2C1=O)c1ccncc1 (stereo unspecified) | ? | /
NC(=O)C[n+]1cccc(CNC(=O)c2ccc(OC(F)F)cc2)c1 | ? | /
COc1ccc(OC)c(CNn2c(-c3cccc(C)c3)nc3ccccc3c2=O)c1 | ? | /
O=C(CN(C(=O)Cn1nnc(-c2ccc(F)cc2)n1)C1CCCC1)NC1CCCC1 | -4% | -3
CCC(C)(C)NC(=S)Nc1ccc(-c2nc3ccc(C)cc3s2)cc1 | ? | /
CCO/N=C/c1ccc(OC)c(Oc2nc(OC)cc(OC)n2)c1 | ? | /
CN(C)C(=O)c1nc2ccccc2s1 | ? | /
O=C(COc1ccccc1[N+](=O)[O-])N(Cc1ccco1)C1CCS(=O)(=O)C1 (stereo unspecified) | ? | /
COCC(=O)Nc1cccc(C(F)(F)F)c1 | ? | /
CCC(C)Nc1nc(N)c([N+](=O)[O-])c(Nc2cc(OC)ccc2OC)n1 (stereo unspecified) | ? | /
Cc1cc(NC(=O)CSc2sc3c(O)cc(=O)[nH]c3c2C#N)ccc1Br | i | 16
CCOC(=O)N1CCc2c(sc(N)c2C#N)C1 | ? | /
Cc1ccc(-n2c(C)cc(/C=N/NC(=O)CN(c3ccc(C)cc3C)S(C)(=O)=O)c2C)cc1 | 16% | 1
O=C(Nc1cccc2ccccc12)NC(Cc1ccccc1)C(=O)O (stereo unspecified) | ? | /
CNS(=O)(=O)c1ccc2c(c1)oc(=O)c1cc(S(=O)(=O)NC)ccc12 | 6% | 11
CC1=CC(C)(C)N2C(=O)C(=Nc3ccc(O)cc3)c3cccc1c32 | -16% | -10
CC(C)C(c1nnnn1Cc1ccco1)N1CCN(c2cccc(Cl)c2)CC1 (stereo unspecified) | ? | /
CO/N=C(\N)c1ccc([N+](=O)[O-])cc1 | 1% | 8
CC1=CC(=O)C2=C(C)CC[C@@H]3[C@H](OC(=O)[C@H]3C)[C@@H]12 | ? | /
COc1cccc(NC(=O)c2nc3nc(C)cc(C(F)F)n3n2)c1 | ? | /
O=C(O)c1ccc(S(=O)(=O)c2ccc3c(c2)C(=O)N(NC(=O)c2ccncc2)C3=O)cc1 | ? | /
CCCOC(=O)Cn1cnc2scc(-c3ccc(OC)cc3)c2c1=O | -10% | -4
CSc1ccc(/C=N/Nc2nc(C)cc(=O)[nH]2)cc1 | ? | /
CC(=O)c1ccc(NC(=S)Nc2ccc(Br)c(Cl)c2)cc1 | ? | /
CCOC(=O)C1=C(C)NC(=O)NC1/C=C/c1ccccc1OC (stereo unspecified) | 6% | 17
O=C(N=C1SC2CS(=O)(=O)CC2N1c1ccc(Cl)cc1Cl)C1CC1 (stereo unspecified) | ? | /
Cc1ccc(C)c(S(=O)(=O)NCCCN2CCOCC2)c1 | ? | /
CCCCCn1c(SC(C)C(C)=O)nc2c1c(=O)[nH]c(=O)n2C (stereo unspecified) | 15% | 13
CCCc1c(CC)c(=N)c2ccccc2n1C | i | /
O=C1c2ccccc2S(=O)(=O)N1CC1CC(c2ccc(Cl)cc2)=NO1 (stereo unspecified) | ? | /
Cc1cccc(N2CC(C(=O)Nc3ccc(S(=O)(=O)N4CCOCC4)cc3)CC2=O)c1C (stereo unspecified) | ? | /
C/C=C(\C)C(=O)Nc1cccc(C2=NOC3(C2)C[C@H](C(N)=O)N(C(=O)C(c2ccccc2)c2ccccc2)C3)c1 (stereo partly specified) | ? | /
COc1ccc2ccccc2c1/C=N/NC(=O)CC1(C)OCCCO1 | 26% | -4
O=C(O)c1ccc(-n2c(-c3cc(C4CC4)[nH]n3)n[nH]c2=S)cc1 | ? | /
Cc1ccc(CNC(=O)[C@@H](NC(=O)C2CCN(C(=O)[C@@H](N)CC(C)C)CC2)C(C)C)cc1 | ? | /
COc1cc(C(=O)NCc2nnc(SCC(=O)Nc3nc4ccccc4s3)o2)cc(OC)c1OC | ? | /
COc1ccccc1/C=C/CN1CCNC(=O)C1CC(=O)NCCc1cnccn1 (stereo unspecified) | ? | /
CCC(C)(C)C(=O)O[C@H]1C[C@@H](C)C=C2C=C[C@H](C)[C@H](CC[C@@H]3C[C@@H](O)CC(=O)O3)[C@H]21 | 0% | -27
O=C(Nc1nc2ccc([N+](=O)[O-])cc2s1)C1CCCO1 (stereo unspecified) | 3% | -17
Cc1ccc(N=Nc2c(N)n(-c3ccccc3)[nH]c2=O)cc1 | -36% | 8
COc1ccc(OC)c(CNC(=O)C2CCCN(c3ncnc4c3nc3n4CCCCC3)C2)c1 (stereo unspecified) | 2.3µM* | -12*
Cc1[nH]c(=O)[nH]c1CN1CCCCC1 | ? | /

Source: PubChem BioAssay (National Center for Advancing Translational Sciences (NCATS))
